IDE cell inh: cellular human IDE inhibition; P14735; actives 0.41% (n = 320,000); inhibition, % at 5.59 µM; HEK cells, FAbetaB cleavage, fluorescence polarization;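 active = percent inhibition above the average of all tested compounds plus 3 SD, set per screening campaign, cut at about 16% in these data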;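 also: IDE supplied by intact live HEK cells; FP after avidin binding of uncleaved biotin substrate so inhibition keeps polarization high; 0% = DMSO wells and 100% = 60 µM reference IDE inhibitor Ii1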
Target sequence (P14735 whole entry, looked up): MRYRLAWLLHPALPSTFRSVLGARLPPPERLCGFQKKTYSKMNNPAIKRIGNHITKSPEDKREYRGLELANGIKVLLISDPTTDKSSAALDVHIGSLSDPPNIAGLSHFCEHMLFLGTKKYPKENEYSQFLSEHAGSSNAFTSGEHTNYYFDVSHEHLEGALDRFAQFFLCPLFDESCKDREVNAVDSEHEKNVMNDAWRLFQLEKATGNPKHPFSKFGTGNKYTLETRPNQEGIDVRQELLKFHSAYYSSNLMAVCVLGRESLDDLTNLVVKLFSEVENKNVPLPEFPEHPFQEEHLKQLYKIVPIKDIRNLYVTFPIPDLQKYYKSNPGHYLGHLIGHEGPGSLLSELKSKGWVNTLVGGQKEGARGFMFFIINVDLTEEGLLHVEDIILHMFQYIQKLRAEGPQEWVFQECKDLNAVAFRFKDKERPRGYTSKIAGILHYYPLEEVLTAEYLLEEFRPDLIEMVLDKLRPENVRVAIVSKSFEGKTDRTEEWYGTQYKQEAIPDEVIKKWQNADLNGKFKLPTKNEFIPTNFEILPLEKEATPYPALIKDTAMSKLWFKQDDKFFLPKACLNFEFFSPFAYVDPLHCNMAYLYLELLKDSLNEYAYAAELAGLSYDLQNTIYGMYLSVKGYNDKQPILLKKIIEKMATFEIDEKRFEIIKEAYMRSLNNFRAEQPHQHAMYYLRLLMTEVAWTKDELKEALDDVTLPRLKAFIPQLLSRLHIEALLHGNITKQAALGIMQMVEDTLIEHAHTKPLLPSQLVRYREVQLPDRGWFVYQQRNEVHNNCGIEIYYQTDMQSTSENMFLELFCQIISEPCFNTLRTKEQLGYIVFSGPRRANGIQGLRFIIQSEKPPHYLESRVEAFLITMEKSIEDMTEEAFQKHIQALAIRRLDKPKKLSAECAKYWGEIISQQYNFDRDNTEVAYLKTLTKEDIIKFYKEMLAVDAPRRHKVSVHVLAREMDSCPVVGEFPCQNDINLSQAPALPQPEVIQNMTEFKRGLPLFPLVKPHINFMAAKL
MEKK2wt PB1 HTS: raises or lowers MEK5 binding to wildtype human MEKK2 PB1 domain; binding response (% of control), % at 10 µM; bead flow cytometry, Alexa488-MEK5 binding to MEKK2 WT; actives lie on both sides; AID 1531; Q9Y2U5; actives 1.1% (n = 290,000); in the data active = binding response below about 67% or above about 130%; inconclusive = no clear call, values can overlap the other calls; inactive = in between
NALP1 yeast inh: blocks the NALP1 inflammasome reconstituted in yeast. inhibition, % at 10 µM. actives 0.61% (n = 280,000). S. cerevisiae NALP1/ASC/caspase-1 growth, X-gal OD620, 72 h; in the data active = inhibition mostly above about 24%, no sharp cut-off; inactive = mostly below about 32%; also: some compounds called inactive have numbers as strong as hits
MEKK3 PB1 HTS: MEKK3-MEK5 PB1 interaction, increase or decrease | Q99759 | bead-based flow cytometry, Alexa488-MEK5 binding to MEKK3; actives lie on both sides; 0 = blocked by unlabeled MEK5, 100 = vehicle | actives 1.4% (n = 290,000) | binding response (% of control), % at 10 µM;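 active = binding response more than 3 SD above or below the average of its plate-row segment, actives on both sides; inconclusive = wells at one plate position flagged as instrument error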;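 also: Alexa488 bead fluorescence after subtracting the streptavidin-only scavenger bead signal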
IDE act: IDE (human) activation, cell-based; P14735; HEK cells, FAbeta-B cleavage, fluorescence polarization; 0% vehicle, 100% cell-free pure enzyme wells; activation, % at 5.96 µM; actives 0.073% (n = 340,000); AID 493087;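 active = activation above the mean of all tested compounds plus 3 SD, set per screening campaign, cut at about 17% in these data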
MEKK2mut PB1 HTS: signal of MEK5 binding to mutant human MEKK2 PB1 domain. percent response, % at 10 µM. AID 1530. bead flow cytometry, Alexa488-MEK5 binding to MEKK2 mutant. actives 0.35% (n = 290,000); in the data active = percent response above about 24%, passing the limit was not always enough; also: inactives centre near 1; some results filed as inactive read as strong as hits; reference of the scale not given here
pCIP destab: p/CIP protein destabilization | F442A p/CIP-EGFP cells, EGFP fluorescence, 16 h | actives 0.01% (n = 290,000) | decrease of EGFP signal, % at 10 µM | Q05BA5 | AID 1984;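 active = EGFP signal decrease of at least 30% at 10 µM or well 3 SD below plate mean, unless failing retest; inactive = the rest, including hits failing retest or dose response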; also: some compounds called inactive have numbers as strong as hits; many of its hits are not listed in these tables
UBC9 SUMO inh: SUMOylation inhibition; P63279; HTRF SUMOylation assay, SAE1/SAE2 + UBC9, in vitro; inhibition, % at 35 µM; actives 0.36% (n = 290,000); AID 2006; in the data active = inhibition above about 50%, passing the limit was not always enough; inconclusive = no clear call, values can overlap the other calls; also: strong numbers were not always called active
M18AAP inhibitor: blocks P. falciparum M18 aspartyl aminopeptidase; recombinant PfM18AAP, H-Glu-NHMec fluorogenic cleavage; actives 1.2% (n = 290,000); AID 1822; inhibition, % at 7.35 µM;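 active = inhibition above the campaign mean inhibition over all tested compounds plus 3 SD, cut at about 28% in these data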;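 also: 0% = plate median of test compound wells and 100% = 2 mM ZnCl2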
Numbers without * were called inactive; ? = inconclusive; . = no result given; [ ] = remark or other dose. These rows are one share of the data, so the mix of outcomes need not match the whole.

Value order: IDE cell inh	MEKK2wt PB1 HTS	NALP1 yeast inh	MEKK3 PB1 HTS	IDE act	MEKK2mut PB1 HTS	pCIP destab	UBC9 SUMO inh	M18AAP inhibitor
> CC(C)c1ccc(NC(=S)NCCc2c[nH]c3ccccc23)cc1
  -1.9	101.0	23.8	105.0	4.0	-1.0	-0.8	1.1	-2.0
> Cc1cc(C(C)(C)C)cc(C)c1C(=O)O
  2.7	87.0	12.1	89.0	2.4	-17.0	-14.8	10.9	-17.9
> Cn1c(=O)c(C(=O)CN2CCCCCC2)c(N)n(Cc2ccccc2)c1=O
  9.7	108.0	11.0	99.0	5.5	-3.0	14.4	7.5	-1.0
> O=C(/C=C/c1cccs1)N1CCN(c2ccccc2)CC1
  6.8	102.0	-5.3	103.0	4.7	0.0	-7.2	-1.5	1.6
> Cc1ccc(N2C(=O)Nc3ccccc3S2(=O)=O)cc1Cl
  -1.6	106.0	15.5	103.0	-2.3	3.0	-3.9	-2.0	4.9
> O=C(CN1CCN(c2nc(-c3ccc(F)cc3)cs2)CC1)NCc1ccc2c(c1)OCO2
  -0.5	98.0	.	102.0	-10.1	0.0	0.1	-25.5	1.0
> COc1ccc(C(C#N)c2ccc(=O)[nH]n2)cc1 (stereo not drawn)
  0.5	108.0	6.5	109.0	3.0	11.0	-2.2	1.2	-4.3
> C=C(C)C1CC=C(C)/C(=N/NC(=O)c2ccc(NC(=O)c3cccc(C)c3)cc2)C1 (stereo not drawn)
  0.5	.	-6.7	.	-14.8	.	-10.1	0.6	-2.7
> CC(=O)c1ccc(-c2ccccc2OC(F)(F)F)o1
  2.4	61.0	19.9	49.0*[inhibitor]	4.5	-22.0	2.6	-1.0	-8.5
> S=C(Nc1ccc(Cl)cc1)N1CCN(C2CCCCC2)CC1
  -2.1	117.0	2.0	109.0	-3.0	12.0	-2.3	-24.6	-4.0
> CN(CCOc1ccc(-c2ccn(S(=O)(=O)c3cccc4ccccc34)n2)cc1)c1ccccn1
  5.2	2.0*[inhibitor]	32.0	1.0*[inhibitor]	2.9	-16.0	-13.0	1.1	3.1
> O=C1OCC(c2ccccc2)=C1c1ccccc1[N+](=O)[O-]
  1.0	94.0	30.0	95.0	-3.2	-7.0	9.0	10.1	-1.8
> CC(C)CCN1C(=O)c2ccc(C(=O)Nc3ccccc3C(=O)O)cc2C1=O
  .	106.0	-1.4	102.0	6.4	2.0	12.2	7.9	2.5
> Cn1c(/C=C/c2ccc(Cl)cc2)nc2ccccc2c1=O
  -1.3	97.0	7.2	104.0	-0.3	-1.0	0.3	?	0.6
> CCOc1ccccc1NC(=O)Nn1cnnc1
  -5.1	104.0	7.8	101.0	9.0	6.0	-16.1	5.9	59.9*
> CCOC(=O)C1=C(C)NC2=C(C1c1ccc([N+](=O)[O-])cc1)S(=O)(=O)c1ccccc12 (stereo not drawn)
  10.5	102.0	8.1	100.0	1.6	3.0	-20.2	0.4	2.7
> O=C1CCC(C(=O)NC2(C(=O)NC3CCCCC3)CCCCC2)N1 (stereo not drawn)
  4.6	104.0	32.3	101.0	-1.3	3.0	-1.9	21.9	-0.5
> OCCN1CCOCCOc2ccccc2OCCOCC1
  0.8	103.0	8.4	104.0	6.2	2.0	-14.7	13.6	-8.0
> CCOc1ccccc1N=CC1=C(O)CC(c2ccccc2)CC1=O (stereo not drawn)
  -2.2	95.0	5.6	105.0	3.3	6.0	-23.8	21.5	-3.1
> Cn1cccc1Cc1nnc(SCC(=O)NC2CCCCC2)n1-c1ccc(F)cc1
  -1.7	106.0	3.5	102.0	2.2	7.0	-8.7	3.4	8.6
> N#Cc1ccccc1CN1C(=O)NC2(CCCCCC2)C1=O
  2.3	97.0	11.5	96.0	4.6	-2.0	-5.0	6.5	-6.2
> CC(C)(CSc1nncn1N)NS(=O)(=O)c1ccc(Cl)cc1
  -4.6	111.0	4.2	110.0	-5.2	15.0	-2.1	5.2	9.3
> O=C(O)CSc1nnc(CNc2ccccc2Cl)n1-c1ccccc1
  -3.1	101.0	16.9	101.0	-3.0	-1.0	2.4	-2.1	-13.8
> Cc1ccc2cc(C)c(SCC(=O)NCc3ccco3)nc2c1
  0.1	93.0	17.2	97.0	3.4	-5.0	2.4	0.1	-3.9
> CCCNC(=O)COC(=O)/C(C#N)=C/c1cc(C)n(CCC)c1C
  -2.8	94.0	32.2	99.0	2.0	-7.0	4.1	5.1	5.6
> CCOc1ccc(N(C(=O)Cn2nnc3ccccc32)C(C(=O)NC(C)(C)CC)c2cccn2C)cc1 (stereo not drawn)
  3.8	87.0	-99.6	78.0	1.4	-5.0	-27.6	8.0	-17.8
> CCOC(=O)c1ccc(N/C(=N\S(=O)(=O)c2ccccc2C)c2ccccc2)cc1
  0.3	99.0	20.3	106.0	4.2	3.0	-19.3	-13.5	0.7
> COCCNC(=O)C1CCCN(S(=O)(=O)c2cccc3nsnc23)C1 (stereo not drawn)
  0.4	97.0	6.3	99.0	-1.2	5.0	-4.0	5.4	0.7
> CC(=O)[C@@H]1[C@@H](C(=O)c2ccc(C)cc2)[C@]2(C(=O)Nc3ccccc32)[C@H]2C=Cc3cc(F)ccc3N12
  -1.8	103.0	27.6	98.0	1.8	5.0	-3.9	7.6	1.3
> COc1ccc2cc(C(=O)NC3CCCCC3)c(=O)oc2c1
  .	101.0	15.3	103.0	0.6	5.0	0.9	-0.2	-4.6
> NS(=O)(=O)c1ccc(CNc2ncnc3sccc23)cc1
  -1.1	93.0	12.9	95.0	0.3	-3.0	-8.7	15.4	-14.0
> O=C(N/N=C/c1cn(CCOc2ccccc2)c2ccccc12)c1ccncc1
  0.9	102.0	15.5	99.0	0.6	-2.0	-11.5	1.1	2.1
> COc1ccc(N2C(=NC(=O)C3CCCCC3)SC3CS(=O)(=O)CC32)c(OC)c1 (stereo not drawn)
  7.5	101.0	-12.3	103.0	-6.9	4.0	-4.0	-3.7	4.3
> CN(C)/C=N/c1c(C#N)cnn1-c1ncnc2sc(-c3ccccc3)cc12
  1.4	98.0	28.2	99.0	-1.7	2.0	2.5	12.0	-17.5
> O=C(/C=C/c1ccc(F)cc1)NC(=S)N1CCOCC1
  6.7	97.0	1.6	106.0	0.2	-4.0	9.0	7.3	-0.8
> O=C(CSc1nc2ccccc2o1)c1cc2ccccc2oc1=O
  5.8	95.0	7.5	98.0	1.6	-5.0	-3.6	13.6	11.7
> Cc1c(OC(C(=O)O)c2ccccc2)ccc2c3c(c(=O)oc12)CCC3 (stereo not drawn)
  .	98.0	-2.8	97.0	-5.8	0.0	9.1	-0.5	-1.0
> CCn1cc(C(=O)OC)c(=O)c2cc(S(=O)(=O)N(C)C3CCCCC3)ccc21
  -8.8	98.0	-19.9	103.0	-1.5	-4.0	-4.3	-4.7	-1.1
> CCN(CC)CCN1C(=O)c2ccccc2NC1c1ccc(N(C)C)cc1 (stereo not drawn)
  -2.8	104.0	64.7	104.0	4.2	6.0	-1.5	-3.6	1.9
> CC(=O)Nc1ccccc1OCC(=O)NCCc1ccc(Cl)cc1Cl
  8.2	104.0	21.2	103.0	1.9	9.0	-10.1	-3.2	5.6
> Cc1cc(Cl)ccc1NC(=S)N1CCOCC1
  0.9	102.0	18.3	125.0	2.1	0.0	9.8	-2.1	5.9
> CCOCCn1c(N2CCN(c3ccc(OC)cc3)CC2)nc2c1c(=O)[nH]c(=O)n2C
  1.9	87.0	7.0	92.0	-0.8	-1.0	-10.3	-4.2	-7.5
> Cc1cc(N2CCN(C)CC2)n2nc(-c3ccc(Cl)cc3)nc2n1
  8.8	97.0	13.4	110.0	1.8	10.0	-4.2	8.3	1.8
> CC(Cc1n[nH]c(=S)n1N)c1ccccc1 (stereo not drawn)
  6.9	110.0	-26.6	107.0	-2.6	11.0	-3.2	3.9	26.5
> Cn1c(Cn2c(=O)sc3ccccc32)nnc1SCc1cccc(F)c1
  1.4	100.0	-4.3	98.0	6.8	7.0	-7.6	-8.1	-1.4
> O=C(c1ccc(NC(=S)Nc2ccc(Cl)c(Cl)c2)cc1)N1CCCC1
  5.1	103.0	7.4	94.0	2.2	18.0	12.2	-12.1	-9.7
> COc1ccc(CN2C(=O)N(c3ccccc3)C(=O)C2CC(=O)Nc2ccccc2)cc1OC (stereo not drawn)
  -2.0	85.0	3.2	87.0	8.2	-9.0	0.6	6.6	-1.9
> COc1ccc(OC)c(NC(=O)c2cc(S(=O)(=O)NCc3ccco3)ccc2F)c1
  0.4	101.0	-0.7	99.0	2.4	3.0	4.7	1.7	7.2
> COc1ccc(C2C(C(=O)N3CCN(c4ccccc4)CC3)c3ccccc3C(=O)N2C)cc1OC (stereo not drawn)
  -1.4	105.0	26.7	118.0	-3.6	4.0	1.3	13.2	3.5
> CCCS(=O)(=O)N1CCC(C(=O)NCCCN2CCC(Cc3ccccc3)CC2)CC1
  6.6	125.0	3.9	111.0	-2.4	14.0	-17.8	25.2	2.5

Continued:
Value order: IDE cell inh	MEKK2wt PB1 HTS	NALP1 yeast inh	MEKK3 PB1 HTS	IDE act	MEKK2mut PB1 HTS	pCIP destab	UBC9 SUMO inh	M18AAP inhibitor
> O=C(CSc1nnc(-c2cccnc2)n1-c1ccccc1)N1CCN(c2ccc(F)cc2)CC1
  21.0*	103.0	20.6	97.0	-34.3	2.0	6.0	3.4	-1.6
> O=C(OCC(=O)N1CCCC1=O)C1CCN(S(=O)(=O)c2c(Cl)cccc2Cl)CC1
  -6.7	99.0	28.0	96.0	1.1	1.0	-4.1	4.5	-13.6
> CC(C)CCNC(=O)c1cc([N+](=O)[O-])ccc1N1CCOCC1
  1.0	114.0	24.8	104.0	0.1	42.0	-6.8	12.1	-4.7
> CCOCCCNC(=O)C(NC(=O)c1ccc2c(c1)OCO2)c1ccccc1 (stereo not drawn)
  1.2	54.0	5.5	43.0*[inhibitor]	5.4	-14.0	4.2	8.3	-5.5
> O=C(c1ccc(-c2nc3ccccc3s2)s1)N1CCOCC1
  -1.2	101.0	25.4	102.0	.	-1.0	-1.2	6.8	-5.6
> O=C(c1ccc(F)cc1F)N1CCCC(c2nc(-c3ccc(F)cc3)no2)C1 (stereo not drawn)
  3.7	115.0	8.0	113.0	4.5	4.0	-9.8	-0.9	-0.7
> Cc1cc(C(F)F)n2nc(C(=O)O)nc2n1
  0.4	104.0	5.9	95.0	3.1	2.0	6.8	-1.9	3.6
> Cc1ccccc1N=C1c2ccccc2C(=O)C1[N+](=O)[O-] (stereo not drawn)
  1.0	94.0	-1.6	94.0	4.0	-2.0	-8.9	18.2	7.8
> COc1ccc(-c2nc(SCc3ccccc3)n(C(=O)c3ccco3)n2)cc1
  -0.7	93.0	40.2	99.0	0.3	-8.0	8.6	-11.6	1.2
> CCc1cc(C(=O)c2ccccc2)c(N)s1
  11.7	108.0	22.7	103.0	-1.1	11.0	-10.6	18.9	6.3
> Cc1cc(C)nc(N2CCC(C(=O)NC3CCCCCC3)CC2)n1
  1.9	100.0	.	99.0	4.9	1.0	.	.	1.4
> COc1cc(C#N)c(NC(=O)CN2CCN(CCO)CC2)cc1OC
  4.2	58.0	3.7	47.0*[inhibitor]	3.2	-14.0	-3.0	10.4	-1.5
> S=c1[nH]nc(COc2cccc3ccccc23)n1Cc1ccccc1
  2.9	98.0	.	102.0	-6.2	2.0	2.1	3.0	-2.0
> CCOC(=O)CCc1c(C)c2ccc(OC(C)C(=O)OCC)c(C)c2oc1=O (stereo not drawn)
  0.5	97.0	.	100.0	2.8	2.0	-1.0	-2.0	5.7
